# GC-B act: GC-B (human) receptor activation; P20594; HEK293-GC-B cells, CNP EC30, cGMP TR-FRET; 0% at EC30 CNP, 100% saturating CNP; activation, % at 10 µM; 370,000 tested, 0.11% active; AID 1920062;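 active = activation at 10 µM reaching about 35% in either raw or pattern-adjusted values, limit read from the data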
# DAX1 inh-1: blocks DAX1 repression of SF-1 activated StAR promoter. HEK293T StAR-luciferase reporter, SF-1/DAX-1 repression relief. inhibition, % at 6.8 µM. 370,000 tested, 1.1% active. AID 652010;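 active = inhibition above the mean over all tested compounds plus 3 SD, cut at about 3.6% in these data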;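 note: 0% = DAX-1 cells with DMSO and 100% = cells lacking DAX-1 with DMSO; higher inhibition means more luminescence from relief of DAX-1 repression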
# proKLK7 act: activates the human kallikrein-7 zymogen; AID 652039; activation, % at 7 µM; purified proKLK7, EDANS-DABCYL substrate fluorescence; 100% is mature enzyme control, 0% vehicle; 370,000 tested, 0.9% active; P49862;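 active = activation above the mean of all tested compounds plus 3 SD, computed per campaign excluding outliers beyond control limits, cut at about 13% in these data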
# Target sequence (P49862 whole entry, looked up): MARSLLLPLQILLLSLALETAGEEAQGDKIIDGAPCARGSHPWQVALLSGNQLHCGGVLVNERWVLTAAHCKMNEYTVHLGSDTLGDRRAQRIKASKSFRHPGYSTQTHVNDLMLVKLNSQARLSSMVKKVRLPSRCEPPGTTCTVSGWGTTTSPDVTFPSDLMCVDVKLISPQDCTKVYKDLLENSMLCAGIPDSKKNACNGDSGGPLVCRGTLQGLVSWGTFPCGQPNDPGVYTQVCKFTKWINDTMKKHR
# SMARCA2 activ: activators of SMARCA2 function | MG213 cells, MMTV-luciferase reporter, dexamethasone, overnight | activation, % at 9.1 µM | 370,000 tested, 1% active | AID 652017; in the data active = activation above about 7.8%;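 note: 0% = vehicle wells and 100% = reference activator wells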
# hgDAF-12 ag: hgDAF-12 agonism, primary luciferase screen; HEK293 GAL4-hgDAF12 UAS-luciferase reporter, agonist luminescence; normalized to butyrate control; activation, % at 6.8 µM; 370,000 tested, 1.8% active; AID 687014;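 active = activation above a cutoff set at the mean of all screened compounds plus 3 SD, cut at about 10% in these data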;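 note: 0% = DMSO wells and 100% = sodium butyrate wells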
# hcDAF12 agonist: H. contortus DAF-12 activation, primary screen; activation, % at 6.8 µM; 370,000 tested, 1.4% active; HEK293 hcDAF-12 lit1-tk-luc reporter, luminescence; 0% DMSO, 100% Δ7-dafachronic acid;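 active = activation above the mean of all tested compounds plus 3 SD, cut at about 5.5% in these data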;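 note: 100% = response to 3 µM Δ7-dafachronic acid high control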
# GC-A act: GC-A (human) enzyme activation; HEK293 GC-A cells, cGMP TR-FRET, EC30 ANP; 0% at EC30 ANP, 100% saturating ANP; P16066; 370,000 tested, 0.14% active; activation, % at 10 µM; in the data active = activation above about 40%
# FXN GAA850 act: frataxin GAA850 promoter activation; HEK293 lucGAA850 FXN promoter luciferase reporter, 24 h; percent of 10 µM SAHA response; 360,000 tested, 0.56% active; activation, % at 6 µM;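 active = activation above the average of all compounds screened plus 3 SD, cutoff fixed separately per campaign, cut at about 7.5% in these data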;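 note: 0% = DMSO wells and 100% = 10 µM SAHA wells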
# ssDAF-12 act: activates DAF-12 receptor from parasite S. stercoralis | AID 652126 | activation, % at 6.8 µM | 370,000 tested, 1% active | HEK293 ssDAF-12/GRIP1 lit1-tk-luc reporter, luminescence; % of 3 µM dafachronic acid response;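 active = activation above the mean over all tested compounds plus 3 SD, cut at about 0.9% in these data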;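 note: 0% = DMSO-only wells and 100% = 3 µM delta7-dafachronic acid wells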
# sPLA2-III inh: Inhibits HGIII-sPLA2 liposome hydrolysis, primary screen; QFRET BODIPY PC-A2 liposome hydrolysis, fluorescence; 370,000 tested, 0.56% active; inhibition, % at 12.2 µM;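 active = inhibition above mean plus 3 SD of compounds lying within the high and low control bounds, cut at about 19% in these data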;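 note: 0% = median of test compound wells and 100% = no enzyme DMSO wells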
# Target sequence (Q9NZ20 whole entry, looked up): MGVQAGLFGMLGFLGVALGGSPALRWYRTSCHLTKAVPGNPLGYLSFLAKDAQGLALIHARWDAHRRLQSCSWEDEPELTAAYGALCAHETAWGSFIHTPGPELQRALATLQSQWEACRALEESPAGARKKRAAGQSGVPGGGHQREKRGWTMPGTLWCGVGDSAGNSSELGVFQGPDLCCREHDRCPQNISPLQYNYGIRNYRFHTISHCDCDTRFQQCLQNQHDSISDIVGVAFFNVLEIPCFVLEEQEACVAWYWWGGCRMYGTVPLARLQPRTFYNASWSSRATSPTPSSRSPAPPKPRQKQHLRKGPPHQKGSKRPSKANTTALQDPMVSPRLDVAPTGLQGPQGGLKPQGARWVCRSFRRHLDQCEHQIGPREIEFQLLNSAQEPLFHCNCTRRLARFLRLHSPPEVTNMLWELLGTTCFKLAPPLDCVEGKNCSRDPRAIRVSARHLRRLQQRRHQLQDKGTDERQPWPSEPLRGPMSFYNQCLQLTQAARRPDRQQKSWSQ
# DAX1 inh-2: inhibits human nuclear receptor DAX1 | 340,000 tested, 0.99% active | inhibition, % at 6.75 µM | P51843 | AID 504766 | HEK293 Gal4-DAX1 luciferase reporter, luminescence;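 active = inhibition above the mean over all tested compounds plus 3 SD, cut at about 4.2% in these data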;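 note: 0% = DAX1-transfected cells with DMSO and 100% = empty-vector control cells with DMSO; inhibition shows as a rise in luminescence from relieved DAX1 repression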
# Target sequence (P51843 207-470 limits assumed): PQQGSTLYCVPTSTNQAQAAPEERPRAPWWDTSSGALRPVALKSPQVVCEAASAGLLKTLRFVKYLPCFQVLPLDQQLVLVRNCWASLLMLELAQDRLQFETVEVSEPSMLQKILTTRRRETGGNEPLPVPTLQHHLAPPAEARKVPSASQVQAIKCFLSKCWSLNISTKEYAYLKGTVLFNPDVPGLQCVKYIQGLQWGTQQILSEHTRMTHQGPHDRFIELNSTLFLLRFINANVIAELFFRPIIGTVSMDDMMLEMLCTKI
# * marks the source's active call; other numbers are inactive results; nt = no result given.
Structure,GC-B act,DAX1 inh-1,proKLK7 act,SMARCA2 activ,hgDAF-12 ag,hcDAF12 agonist,GC-A act,FXN GAA850 act,ssDAF-12 act,sPLA2-III inh,DAX1 inh-2
NC(=O)C1CCN(c2ccc(S(=O)(=O)N3CCC(Cc4ccccc4)CC3)cn2)CC1,-2,-0.5,0.3,-5,-3.7,0.0,0,0.7,-2.2,1,1.5
Clc1ccc(-c2cc(CSc3ccccc3)on2)cc1,3,1.9,0.0,7,13*,1.2,3,1.4,-0.9,-2,2.6
CCOC(=O)c1cccc(NC(=O)Cn2c(CC(=O)NC)nc3ccccc32)c1,1,0.1,-0.4,-3,-1.4,-2.2,3,-0.5,-2.0,-20,-1.4
Cn1cc(CN2CCCCC2CO)c(-c2ccc(Oc3ccccc3)cc2)n1 (configuration not stated),0,-0.1,-0.1,-3,-2.0,-1.0,-3,-0.6,-1.4,-10,-0.1
CCCCNC(=O)C1CCN(S(=O)(=O)c2cnc[nH]2)CC1,5,-0.4,-0.3,0,-0.6,-0.6,-2,-0.9,-0.9,-1,-0.6
CN(C)c1ccc(C(=O)C(=O)N2CCN(c3ccccc3)CC2)cc1,0,0.1,-0.4,5,-1.5,0.1,1,nt,-0.9,7,nt
COc1ccc(/C(O)=C2/C(=O)C(=O)N(CCCN3CCOCC3)C2c2ccc(C)cc2)cc1 (configuration not stated),2,0.0,-0.4,2,-0.4,-2.0,0,0.2,-1.7,1,-1.5
CCOc1ccc(NC(=O)CN2C(=O)NC(C)(c3ccc(OC(F)F)cc3)C2=O)cc1 (configuration not stated),-1,-1.4,-0.2,-5,1.4,-0.4,3,-0.2,-0.8,0,-1.2
CN(Cc1ccco1)C(=O)CSc1nn2c(=O)c(C(C)(C)C)nnc2s1,3,0.9,-0.2,-2,4.3,-1.9,-1,0.7,-1.2,-1,0.3
COC(=O)CSc1nccc(C)n1,3,0.6,-0.5,-3,4.7,0.4,-1,-0.2,0.1,-5,0.8
NS(=O)(=O)c1ccc2nc(-c3ccccc3)c(-c3ccccc3)nc2c1,-30,-0.3,-23,4,-0.5,-2.4,-62,-0.2,-0.7,-1,-0.5
CCCCC(=O)N(C)c1c(CC)nc2c(OCc3ccc(S(C)(=O)=O)cc3)cccn12,-1,0.5,0.6,2,-2.7,2.1,1,-1.1,-1.7,7,nt
O=C(Cn1cnc2scc(-c3ccc(Br)cc3)c2c1=O)N1CCOCC1,-4,-0.1,0.1,-1,1.6,-1.9,-5,0.5,-1.4,-2,0.8
Cc1oc2cc(O)ccc2c(=O)c1Oc1ccc(F)cc1,0,0.1,-2.8,-2,-0.3,-0.7,1,1.5,-1.0,-9,0.4
O=C(Nc1sc2c(c1C(=O)O)CCC2)c1cccc(Cl)c1,-9,1.5,-0.3,2,1.3,1.7,-5,0.8,-0.8,-4,1.2
Cc1cc(C)c(-c2c(O)c3cccnc3n(C)c2=O)c(C)c1,3,0.5,0.8,3,-0.9,5.3,-1,2.1,-0.6,3,nt
NC(=O)c1ccc(-c2nnc(Nc3ccc(S(N)(=O)=O)cc3)c3ccccc23)cc1,3,-0.6,-1.6,0,1.1,-1.1,6,-1.0,-1.2,-1,0.1
CCC(Oc1cccc(C)c1)C(=O)Nc1ccccc1C(=O)N1CCOCC1 (configuration not stated),0,-1.3,-0.9,1,3.0,-2.0,-2,0.0,-1.1,0,0.1
CC(=O)c1cccc(NC(=O)c2ccc(-c3ccccc3[N+](=O)[O-])o2)c1,3,2.5,0.0,2,14*,0.8,3,5.1,-0.5,-7,2.3
CCOC(=O)c1c(NC(=O)C2CC2)sc2c1CC(C)(C)OC2,-3,0.2,0.1,1,1.2,-0.1,1,-1.3,-0.7,0,-0.7
COc1ccc(CCNC(=O)CCCN2C(=O)C(c3ccccc3)Oc3cccnc32)cc1OC (configuration not stated),-6,-0.3,0.7,-2,1.0,-0.3,-1,0.0,-1.7,-3,-0.1
Cc1nc(SC(C(=O)c2ccccc2)c2ccccc2)n[nH]1 (configuration not stated),-6,-1.3,0.9,-1,-1.5,-1.6,-4,0.6,-1.4,-8,-0.1
Cc1ccsc1C(=O)NNC(=O)C1C2C=CC(C2)C1C(=O)O (configuration not stated),3,5.2*,-0.4,9.0*,17*,9.5*,1,2.8,1.1*,6,2.7
C=CCNC(=O)/C(=C\C=C\c1ccccc1)NC(=O)c1ccccc1Cl,-1,-0.3,-0.2,0,-2.2,-1.6,-3,2.6,-2.1,-9,-1.2

# Random excerpt: 2 compounds from above
Structure,GC-B act,DAX1 inh-1,proKLK7 act,SMARCA2 activ,hgDAF-12 ag,hcDAF12 agonist,GC-A act,FXN GAA850 act,ssDAF-12 act,sPLA2-III inh,DAX1 inh-2
CCC(Oc1cccc(C)c1)C(=O)Nc1ccccc1C(=O)N1CCOCC1 (configuration not stated),0,-1.3,-0.9,1,3.0,-2.0,-2,0.0,-1.1,0,0.1
Clc1ccc(-c2cc(CSc3ccccc3)on2)cc1,3,1.9,0.0,7,13*,1.2,3,1.4,-0.9,-2,2.6

# (further entries)
Structure,GC-B act,DAX1 inh-1,proKLK7 act,SMARCA2 activ,hgDAF-12 ag,hcDAF12 agonist,GC-A act,FXN GAA850 act,ssDAF-12 act,sPLA2-III inh,DAX1 inh-2
Clc1ccc([C@H]2OC[C@@]3(CNCCN4CCOCC4)CS[C@H](c4ccc(Cl)cc4)N23)cc1,-17,0.2,-0.3,-3,0.2,-0.5,-20,nt,-1.2,6,nt
CC(=O)c1ccc(N(C)C)c2c(N(C)C)cccc12,-1,0.3,0.4,4,-0.6,-0.4,-1,1.2,-1.3,11,1.6
Cc1ccc(S(=O)(=O)Nc2ccc3c(c2)C(=O)N([C@H](C)CO)C[C@H](C)[C@@H](CN(C)C(=O)Nc2ccc4c(c2)OCO4)O3)cc1,4,0.0,0.1,0,0.3,-0.9,-3,5.1,-1.4,-7,1.2
CCN(CC)CC(=O)Nc1ccc2c(c1)Nc1ccccc1CC2,-5,-0.6,0.9,-1,4.5,5.1,-9,2.0,0.0,1,0.0
Cc1nc(SCC(=O)c2ccc(Cl)cc2)c([N+](=O)[O-])[nH]1,-6,-0.1,-0.2,-1,-1.7,-0.2,0,-1.3,-1.1,-37,1.6
CCN(CC(=O)Nc1c(F)cccc1F)C(=O)CCN1C(=O)C2CCCCC2C1=O (configuration not stated),6,-0.1,-0.1,-1,2.6,-1.5,4,0.7,-0.6,3,-1.4
COc1cccc(OCCCCN2CC(C)OC(C)C2)c1 (configuration not stated),1,-0.2,0.6,-2,-1.5,-0.6,-2,-0.5,-1.1,4,-0.2
Cc1cc(=O)oc2cc(OCC(=O)N3CCCC3)ccc12,-1,-0.2,-2.2,-2,0.5,-0.8,-2,1.5,-0.4,6,-1.2
CC(C)CN1CC(C)C(=O)NC1=S (configuration not stated),5,-0.6,-0.4,0,-3.3,-0.1,-1,0.6,-1.2,0,0.4
O=C(NCCCN1CCOCC1)c1ccc2c(c1)N(Cc1ccccc1)C(=O)c1ccccc1S2,-1,0.0,0.9,-1,0.6,-1.9,-2,-1.4,-0.8,-16,0.4
O=S(=O)(c1ccccc1)c1ncc(C(F)(F)F)cc1Cl,7,-0.5,-0.5,-5,0.3,0.5,7,-0.7,-1.0,-2,-0.8
CCN(CC)S(=O)(=O)c1cc(NC(=O)COC(=O)C2CCC2)ccc1C,-1,0.3,0.3,5,0.3,-1.2,-1,0.5,-1.6,-3,0.4

# Among those listed so far, 3 contain an aryl methoxy group:
Structure,GC-B act,DAX1 inh-1,proKLK7 act,SMARCA2 activ,hgDAF-12 ag,hcDAF12 agonist,GC-A act,FXN GAA850 act,ssDAF-12 act,sPLA2-III inh,DAX1 inh-2
COc1ccc(/C(O)=C2/C(=O)C(=O)N(CCCN3CCOCC3)C2c2ccc(C)cc2)cc1 (configuration not stated),2,0.0,-0.4,2,-0.4,-2.0,0,0.2,-1.7,1,-1.5
COc1ccc(CCNC(=O)CCCN2C(=O)C(c3ccccc3)Oc3cccnc32)cc1OC (configuration not stated),-6,-0.3,0.7,-2,1.0,-0.3,-1,0.0,-1.7,-3,-0.1
COc1cccc(OCCCCN2CC(C)OC(C)C2)c1 (configuration not stated),1,-0.2,0.6,-2,-1.5,-0.6,-2,-0.5,-1.1,4,-0.2

# (further entries)
Structure,GC-B act,DAX1 inh-1,proKLK7 act,SMARCA2 activ,hgDAF-12 ag,hcDAF12 agonist,GC-A act,FXN GAA850 act,ssDAF-12 act,sPLA2-III inh,DAX1 inh-2
CCOC(=O)C1CCCN(C(=O)c2ccc3c(=O)n(CCOC)c(=S)[nH]c3c2)C1 (configuration not stated),0,-2.3,-0.2,-4,-4.5,-3.9,4,1.3,-2.1,7,-1.5
O=C(O)c1ccn(COc2ccc(Br)cc2)n1,-7,-0.2,0.6,-3,4.2,1.0,3,0.2,-0.7,2,-0.3
Cc1ccc(CNC(=O)C(=O)NCC2OCCN2S(=O)(=O)c2cccs2)cc1 (configuration not stated),4,-0.1,-0.5,-1,-0.5,-1.1,2,2.3,-0.8,0,0.8
Cc1[nH]c(=O)[nH]c(=O)c1S(=O)(=O)N1CCCC(C(=O)N2CCC(Cc3ccccc3)CC2)C1 (configuration not stated),4,1.5,-0.2,4,-1.2,0.3,3,1.6,-1.0,-9,3.1
CC(C)n1c(C(=O)OCC(=O)NCc2ccc3c(c2)OCO3)cc2occc21,-2,0.1,0.3,-1,0.4,0.2,2,0.8,-1.8,-1,1.2
COc1ccc(CNC(=O)C2CC(C)=C(C)CC2C(=O)O)cc1OC (configuration not stated),1,0.6,-0.7,-2,1.4,-1.3,-4,0.5,-0.1,1,4.5*
Cc1ccc(-c2cc(N)n3nc(-c4ccc(C)cc4)cc3n2)cc1,-1,0.4,-21,1,0.9,-0.8,-3,1.2,-1.6,2,-0.8
O=C(O)C1=CCNCC1,0,-0.7,-0.4,-1,1.8,-2.3,2,0.8,-0.6,-2,0.3
COc1cc(C(=O)NCC(=O)N2CC=C(c3ccccc3)CC2)cc(OC)c1OC,8,-2.0,0.9,-3,-1.3,-1.6,1,-1.1,-1.2,7,-1.5
COc1ccc(NS(=O)(=O)c2cccc(C(=O)NNC(=O)c3ccccc3OC)c2)cc1,-2,0.4,0.3,-2,3.4,3.0,-4,-0.6,-0.3,-4,-0.8
N#Cc1c(-c2ccco2)nc(SCc2ccc(F)cc2)[nH]c1=O,3,-0.3,-0.5,-1,1.3,-0.7,9,-3.9,-1.6,-22,-0.5
COc1ccc(C(=O)Nc2ccccc2C(=O)Nc2cc(C)ccn2)cc1,3,0.7,0.7,1,5.3,2.9,-2,3.7,-1.5,0,0.8
C=CCC[C@@H](CCCCC)OC(=O)/C=C/[C@H](O)[C@@H](O)C[C@@H](O)CC=C,-5,-1.9,-0.2,-3,-1.8,-1.2,-3,nt,-1.5,-9,nt
Cc1nn(Cc2ccccc2)c(C)c1C(=O)N1CCN(CC(=O)Nc2ccccc2Cl)CC1,3,-0.6,0.6,4,-0.6,-0.8,4,0.9,-1.3,-6,-0.4
O=C(C1=C(O)C(=O)N(Cc2ccco2)C1c1cccs1)c1cccs1 (configuration not stated),-3,-0.5,-0.8,-2,-0.8,-1.3,5,2.3,-1.9,-1,-0.1
CCOc1cccc2sc(=NC(=O)c3ccco3)n(CC(=O)OC)c12,34,-2.1,-3.8,0,-3.7,-2.5,20,1.1,-1.7,0,-1.4
